Screening data (PubChem BioAssay)
D1 potentiator: human D1 dopamine receptor positive modulation | P21728 | potentiation, % at 10 µM | 0.036% of 360,000 active | HEK293 TREx D1 cells, calcium flux, dopamine EC20 potentiation; in the data active means potentiation above about 30%; further: 0% is about no effect
D1 agonist: agonists of human D1 dopamine receptor | P21728 | HEK293 T-REx D1 cells, calcium flux, agonist mode | activation, % at 2 µM | 1% of 360,000 active | AID 504660; further: 0% is about no effect
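Tetracycline-induced HEK293 TREx D1 cells, force-coupled to calcium signalling, were dye-loaded with a no-wash calcium kit. Compound was pin-added after a 10 s baseline. Fluorescence was read kinetically at 1 cycle/s for 180 s, with calcium rises flagged as agonism.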
D2 antagonist: antagonists of human D2 dopamine receptor | P14416 | HEK293 TREx D2 cells, calcium flux, dopamine EC80 | inhibition, % at 10 µM | 2% of 340,000 active | AID 485344; in the data active means inhibition above about 30%; further: 0% is about no effect
Target sequence (P14416 whole entry, looked up): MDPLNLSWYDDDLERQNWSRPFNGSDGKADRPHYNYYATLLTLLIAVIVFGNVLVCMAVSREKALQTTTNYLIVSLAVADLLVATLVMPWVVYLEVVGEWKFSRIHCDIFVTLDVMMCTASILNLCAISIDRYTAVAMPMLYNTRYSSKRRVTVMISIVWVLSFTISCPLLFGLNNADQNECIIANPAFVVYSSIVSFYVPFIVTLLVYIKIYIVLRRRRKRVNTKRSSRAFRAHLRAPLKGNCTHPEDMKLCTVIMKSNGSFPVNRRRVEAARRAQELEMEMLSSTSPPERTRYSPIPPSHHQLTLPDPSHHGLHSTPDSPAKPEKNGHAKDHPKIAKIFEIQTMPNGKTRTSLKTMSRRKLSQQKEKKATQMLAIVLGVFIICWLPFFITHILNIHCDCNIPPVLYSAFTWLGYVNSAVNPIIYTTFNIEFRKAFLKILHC
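Calcium mobilization kinetics were recorded at 1 s intervals in tetracycline-induced HEK293 T-REx D2 cells, first for 180 s after compound addition and then 180 s after EC80 dopamine.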
D1 antag: blocks dopamine activation of the human D1 receptor; P21728; HEK293 TREx D1 cells, calcium flux, dopamine EC80; active compounds read low; activity change, negative = inhibition, % at 10 µM; 3.2% of 360,000 active; AID 504652; in the data active means activity change below about -30%; further: on the % scale 0 is the no-effect control and ±100 the full control effect
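Tetracycline-induced HEK293 T-REx cells with force-coupled D1 receptor were loaded with a no-wash calcium dye. Compound was added after a 10 s baseline and read kinetically for 180 s; EC80 dopamine was then added and calcium flux followed another 180 s.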
RXFP1 antagonist: RXFP1 (human) relaxin receptor antagonism | Q9HBX9 | HEK293-RXFP1, relaxin-stimulated cAMP HTRF, 30 min; active compounds read low | activity change, negative = inhibition, % at 57.5 µM | 0.59% of 350,000 active | AID 1259400;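 active means activity change of -60% or lower, but not beyond a set lower limit; inconclusive means change between -60% and -40%, or beyond the set limit; inactive means change above -40%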; further: on the % scale 0 is the no-effect control and ±100 the full control effect
D2 ag: agonists of human D2 dopamine receptor; HEK293 T-REx D2 cells, calcium flux agonist mode; activation, % at 2 µM; P14416; 0.53% of 340,000 active; AID 485358;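 active means activation over 3 SD above normal in the single-dose calcium agonist read, cut at about 30% in these data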; further: 0% is about no effect
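Tetracycline-induced HEK293 Trex cells with D2 receptor force-coupled to calcium signaling, plated overnight at 30 C and loaded with no-wash calcium dye. Calcium flux read kinetically for 180 s after compound addition; responses flag agonists.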
TRHR ag: TRH receptor (human) agonism. P34981. TRHR cells, calcium flux fluo-8, FDSS agonist mode. activation, % at 2 µM. 0.18% of 360,000 active. AID 493084; further: 0% is about no effect
Target sequence (P34981 whole entry, looked up): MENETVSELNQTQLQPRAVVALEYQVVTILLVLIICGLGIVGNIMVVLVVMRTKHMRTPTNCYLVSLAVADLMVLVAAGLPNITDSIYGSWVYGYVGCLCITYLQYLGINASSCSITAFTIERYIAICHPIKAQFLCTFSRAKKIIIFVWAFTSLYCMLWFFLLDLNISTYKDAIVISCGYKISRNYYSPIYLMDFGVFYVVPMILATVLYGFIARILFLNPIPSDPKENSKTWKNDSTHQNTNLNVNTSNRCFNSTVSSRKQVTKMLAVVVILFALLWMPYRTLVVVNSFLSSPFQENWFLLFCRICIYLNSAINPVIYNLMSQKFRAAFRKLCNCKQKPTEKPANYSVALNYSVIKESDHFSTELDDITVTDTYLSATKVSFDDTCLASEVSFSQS
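TRHR-expressing cells loaded with fluo-8 calcium dye; 23 nL library compound pin-transferred, kinetic FDSS fluorescence (Ex 480/Em 530) recorded about 180 s for agonist-induced calcium release, before a 10 nM TRH EC20 addition for potentiator mode.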
TRHR PAM: TRH receptor (human) allosteric enhancement. enhancement, % at 2 µM. P34981. 0.66% of 360,000 active. TRHR cells, fluo-8 calcium fluorescence, EC20 TRH enhancement; in the data active means enhancement above about 30%; further: 0% is about no effect
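TRHR-expressing cells loaded with fluo-8 calcium dye were read kinetically (ex 480/em 530) during compound addition, then stimulated with an EC20 of TRH (10 nM final). Enhancement of the Gq-mediated intracellular calcium response was scored.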
D2 PAM: positively modulates the human D2 dopamine receptor allosterically. P14416. HEK293 T-REx D2, calcium flux, EC20 dopamine potentiation. potentiation, % at 10 µM. 0.34% of 340,000 active. AID 485347;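 active means potentiation over 3 SD above the plate norm, cut at about 30% in these data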; further: 0% is about no effect
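Potentiation of an EC20 dopamine calcium response is measured in a force-coupled, tetracycline-inducible Hek293 Trex D2 line. Compound-only kinetic reads over 180 s flag agonists before dopamine addition.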
* = called active by the depositor; ? = inconclusive; · = not tested or not shown; & = joins results of further samples. Unless noted, no stated cut-off is given here; in the data, active means activation above about 30%; inactive means the rest.

SMILES	D1 potentiator	D1 agonist	D2 antagonist	D1 antag	RXFP1 antagonist	D2 ag	TRHR ag	TRHR PAM	D2 PAM
CC(=O)Oc1ccc(C(=O)Nc2ccccc2C(=O)N2CCCCC2)cc1	0	0	-3	-5	0	0.7	-0.4	-2	-3
Cc1c(NC(=S)N2CCN(c3cccc(Cl)c3)CC2)c(=O)n(-c2ccccc2)n1C	-13	1	·	-29	7	·	-0.5	-2	·
COc1ccc(-c2cc(C(=O)Oc3cccc(C)c3)c3cc(C)ccc3n2)cc1	1	5	·	0	-11	0.4	0.2	-7	-4
O=C(CCc1c[nH]c2ccccc12)Nc1ncccc1O	-2	2	11	-15	13	-0.1	0.5	1	-2
COCC(C)NCc1cccc(C)c1 (stereo not drawn)	-5	1	-5	-7	4	-0.4	0.4	5	-5
Cc1cccc(N2CCN(S(=O)(=O)c3ccc4[nH]c(=O)c(=O)[nH]c4c3)CC2C)c1 (stereo not drawn)	12	4	-11	11	·	-1.7	-0.1	-1	-19
O=C(NCc1ccccn1)c1cc2ccccc2oc1=O	9	2	-14	8	10	-1.5	0.8	2	13
CCC(CC)C(=O)OCC(=O)Nc1cccc([N+](=O)[O-])c1	-6	1	16	·	-2	1.7	0.8	-6	-11
CN(C(=O)c1ccc(NC(=O)Cc2cccc(NC(=O)C3CCN(C(=O)CCc4ccccc4)CC3)c2)cc1)C1CCCC1	1	0	4	1	·	0.1	0.5	4	25
COc1cccc(-c2csc3nnc(SCC(=O)c4ccc(NC(C)=O)cc4)n23)c1	-1	1	-3	8	22	0.4	-0.9	11	4
Cc1nc2sc3c(=O)[nH]nnc3c2c(C)c1Br	-1	4	13	-5	-10	0.6	0.8	-13	-4
COc1cc(Cl)c(C)cc1NC(=O)CNC(=O)Cn1cnc2ccccc2c1=O	-1	4	-6	-18	7	-0.6	-0.7	7	4
COc1ccc(NC(=O)CN(C)S(=O)(=O)c2ccc3[nH]c4c(c3c2)CCCC4)cc1Cl	6	-1	·	-14	-13	-0.1	-0.3	-1	3
COc1ccc(CCNc2nc(-c3ccccn3)cs2)cc1OC	-10	4	1	-5	15	0.0	-0.6	-6	10
O=C(NCc1ccco1)c1ccc(C(F)(F)F)cc1	13	2	-20	9	-2	12	-1.8	-2	-3
CCOc1ccc(CSC(=N)N)cc1[N+](=O)[O-]	2	4	1	7	·	0.3	1.4	2	-1
CCCCCC(=O)Nc1ccc(-c2csc(C)n2)cc1	-1	12	11	-5	1	-1.2	-1.7	9	15
CCOc1ccc(S(=O)(=O)Nc2ccc(C(=O)N/N=C/c3c(C)nn(-c4ccccc4)c3N3CCCC3)cc2)cc1	3	1	-32	-14	-8	-0.2	-0.2	14	5
c1ccc(OCc2nn3c(-c4cccnc4)nnc3s2)cc1	-6	2	2	-11	13	-1.2	-2.3	0	2
CCCc1cc(=O)[nH]c(Nc2ccc(C(=O)O)cc2)n1	0	-1	·	-7	5	0.2	0.4	3	11
COc1cc(NC(=O)c2cccc(NC3=NC4CS(=O)(=O)CC4S3)c2)cc(OC)c1OC (stereo not drawn)	-8	3	2	16	3	-0.2	0.8	-3	-3
O=C(NCC(c1ccco1)N1CCN(c2ccc(F)cc2)CC1)c1cccs1 (stereo not drawn)	-1	2	-23	26	-10	-0.1	-0.1	3	14
Cc1onc(-c2c(Cl)cccc2Cl)c1C(=O)N=C(N)N1CC(C)OC(C)C1 (stereo not drawn)	-1	-1	-1	7	?	0.9	0.6	-5	-1
CCN(CC)CCCNc1cc(C)nc2cc(-c3cccs3)nn12	1	2	6	8	-5	-0.3	0.1	5	16
CN(C(=O)COC(=O)CCCN1C(=O)c2cccc3cccc(c23)C1=O)C1CCS(=O)(=O)C1 (stereo not drawn)	-5	0	7	-3	0	0.2	-0.3	-2	-3
Other records.
SMILES	D1 potentiator	D1 agonist	D2 antagonist	D1 antag	RXFP1 antagonist	D2 ag	TRHR ag	TRHR PAM	D2 PAM
Cc1ccc(C2=Nc3ccccc3N=C(c3ccco3)C2)c(O)c1	-8	0	·	8	-15	·	0.9	-2	22
Cc1ccc(CNC(=O)CCCC(=O)c2ccccc2)cc1	-1	0	-1	-2	2	0.2	0.1	4	2
COc1ccccc1N(C)S(=O)(=O)c1ccc(C(=O)Nc2ccc(N3CCOCC3)cc2)cc1	-10	4	-35	-15	?	0.2	0.1	1	6
COc1ccc(C(=O)Nc2nnc(Cc3ccc(OC)c(OC)c3)s2)cc1	1	6	-9	-1	6	1.1	0.4	12	19
Cc1cc(NC(=O)CCC(=O)N(Cc2ccco2)C(C(=O)NCC2CCCO2)c2ccncc2)no1 (stereo not drawn)	-4	1	6	4	-22	0.2	0.0	-3	-7
COc1ccc2nc(C)cc(SCC(=O)OC(C)C)c2c1	-1	2	0	-5	10	1.5	0.0	-3	2
O=C(NS(=O)(=O)Nc1ccccn1)c1c[nH]c2ccccc12	-1	0	-2	3	10	-0.2	0.0	2	-10
COc1cc2cc(CN(CCc3ccccc3C)C(=S)NCCCN3CCOCC3)c(=O)[nH]c2cc1OC	-6	7	9	-20	0	1.2	-0.1	0	12
Cc1ccc(C)c(N2CCN(S(=O)(=O)c3cnc(N)nc3)CC2)c1	-4	-1	·	2	0	0.6	-0.9	3	8
O=C(Cn1cncn1)N/N=C/c1cc([N+](=O)[O-])ccc1O	-3	5	52*	-1	3	-0.1	1.0	7	-10
COc1ccc(CCN(C)Cc2c(O)ccc3cc(Br)ccc23)cc1OC	-8	2	17	-2	0	-0.8	0.0	0	3
CC(C)N(Cc1cc2ccccc2[nH]c1=O)C(=O)c1ccco1	-1	1	-9	1	-4	-1.9	-2.5	7	7
Nc1cccc2c(=O)c3ccccc3[nH]c12	-4	1	1	9	-15	-2.6	1.0	-1	·
CC1CCN(C(=O)CSC2=NS(=O)(=O)c3cc(F)ccc3N2)CC1	4	3	·	14	14	·	2.0	-2	-1
O=C(COc1ccc(Br)cc1)Nc1ccc(NC(=O)c2ccccc2)cc1	-1	5	-5	-21	-9	-2.1	-2.4	13	8
CCN(CC)S(=O)(=O)c1ccc(OC(C)C)nc1	0	0	-6	-5	-11	-2.7	-0.1	2	-2
CCOC(=S)SCC(=O)Nc1ncc(C)s1	-4	2	·	-8	-6	·	0.7	19	·
COc1cc(OC)cc(C(=O)N2CCN(C3CCCCC3)CC2)c1	0	2	-3	0	-7	0.4	0.8	1	5
O=C(c1cc(=O)c2ccccc2o1)N1CCN(c2ccccc2)CC1	2	2	-5	-15	8	0.4	-1.9	-5	-1
CC1(C)CC2(C)OCCN2C(=S)N1 (stereo not drawn)	-1	2	-6	-4	-1&-16	0.7	0.8	-2	19
CN(C)C(=O)c1c2c(nc3ccccc13)-c1ccccc1CC2	2	4	-13	3	0	-0.1	0.2	-2	-3
C#CCOCCOCCOCCNc1nc(N2CCOCC2)nc(N2CCN(C(=O)Cn3cc(CC(C)O)nn3)CC2)n1 (stereo not drawn)	3	-3	-13	-2	·	-0.7	-0.5	1	2
CC1CCC(NC(=O)c2cc(S(=O)(=O)N3CCCCC3)ccc2N2CCOCC2)CC1 (stereo not drawn)	-5	4	11	7	-5	0.8	0.2	-15	4
N#CC1=C(N)Oc2n[nH]c(-c3cccs3)c2C1C1CCCCC1 (stereo not drawn)	-6	4	-10	13	?	0.4	-0.9	-1	9
COc1ccc(CN2CCN(CCCCOc3ccc(Cl)cc3)CC2)c(OC)c1OC	-3	4	-19	·	-3	0.4	-0.8	-1	-8
(cont.)
SMILES	D1 potentiator	D1 agonist	D2 antagonist	D1 antag	RXFP1 antagonist	D2 ag	TRHR ag	TRHR PAM	D2 PAM
O=c1onc(-c2cccnc2)n1-c1ccccc1F	-4	3	·	-19	1	·	-0.4	0	-4
CC(=O)c1cccc(NC(=O)C(OC(=O)c2cccs2)c2ccccc2)c1 (stereo not drawn)	0	9	4	-1	8	0.5	1.6	-6	2
Clc1ccc(Nc2ncnc3ccc(Br)cc23)cc1	-3	19	34*	-13	37	2.5	-0.8	1	-6
C=C(C)CNC(=S)N=Nc1c(O)[nH]c2ccc([N+](=O)[O-])cc12	-8	3	-2	-4	-18	0.2	-0.3	-3	-2
CC(C)C(=O)N=c1sc2cc(F)cc(F)c2n1C	·	1	-17	-9	5	0.4	-0.6	-7	8
CCOc1ccc(CNC(=O)c2cccc(NC(=O)N3CCSc4ncccc43)c2)cc1	-3	6	·	-11	-15	-0.3	0.3	1	3
CCOC(=O)/C=C/C(=O)Nc1nccs1	-5	3	9	0	1	-0.4	1.1	-2	-22

Sorted by molecular weight (falling): part of the list above.
SMILES	D1 potentiator	D1 agonist	D2 antagonist	D1 antag	RXFP1 antagonist	D2 ag	TRHR ag	TRHR PAM	D2 PAM
CCOc1ccc(CNC(=O)c2cccc(NC(=O)N3CCSc4ncccc43)c2)cc1	-3	6	·	-11	-15	-0.3	0.3	1	3
CC(=O)c1cccc(NC(=O)C(OC(=O)c2cccs2)c2ccccc2)c1 (stereo not drawn)	0	9	4	-1	8	0.5	1.6	-6	2
N#CC1=C(N)Oc2n[nH]c(-c3cccs3)c2C1C1CCCCC1 (stereo not drawn)	-6	4	-10	13	?	0.4	-0.9	-1	9
C=C(C)CNC(=S)N=Nc1c(O)[nH]c2ccc([N+](=O)[O-])cc12	-8	3	-2	-4	-18	0.2	-0.3	-3	-2
CC(C)C(=O)N=c1sc2cc(F)cc(F)c2n1C	·	1	-17	-9	5	0.4	-0.6	-7	8
O=c1onc(-c2cccnc2)n1-c1ccccc1F	-4	3	·	-19	1	·	-0.4	0	-4

Part of the list above in another layout:
Compound: COc1ccc(CCN(C)Cc2c(O)ccc3cc(Br)ccc23)cc1OC
  D1 potentiator: -8
  D1 agonist: 2
  D2 antagonist: 17
  D1 antag: -2
  RXFP1 antagonist: 0
  D2 ag: -0.8
  TRHR ag: 0.0
  TRHR PAM: 0
  D2 PAM: 3
Compound: CC(C)N(Cc1cc2ccccc2[nH]c1=O)C(=O)c1ccco1
  D1 potentiator: -1
  D1 agonist: 1
  D2 antagonist: -9
  D1 antag: 1
  RXFP1 antagonist: -4
  D2 ag: -1.9
  TRHR ag: -2.5
  TRHR PAM: 7
  D2 PAM: 7
Compound: Nc1cccc2c(=O)c3ccccc3[nH]c12
  D1 potentiator: -4
  D1 agonist: 1
  D2 antagonist: 1
  D1 antag: 9
  RXFP1 antagonist: -15
  D2 ag: -2.6
  TRHR ag: 1.0
  TRHR PAM: -1
  D2 PAM: ·
